# Screening results deposited in PubChem by National Center for Advancing Translational Sciences (NCATS).
# DT40 TDP1 no CPT: qHTS for Inhibitors of human tyrosyl-DNA phosphodiesterase 1 (TDP1): qHTS in cells in absence of CPT | 15% of 420,000 active | AID 686978, 2013 | Potency, µM (titrated, usually from 46.2 µM), for the others: at the top dose activity change, negative = growth inhibition, hits mostly inhibitors | DT40 Tdp1-/- hTDP1 cells, no CPT, ATP luminescence, 48 h; also: nearly all actives have a fitted effect of over 55% in size
#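 Camptothecin absent (DMSO only). Human TDP1-complemented DT40 knockout cells, 400 cells/well, 37 °C for minimum 48 hr; ATP measured via CellTiter-Glo, 30 min dark incubation, luminescence.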
# TDP1 inh: qHTS Assay for Inhibitors of Tyrosyl-DNA Phosphodiesterase (TDP1) | Tyrosyl-DNA phosphodiesterase 1 (Homo sapiens), Q9NUW8 | recombinant TDP1, AlphaScreen DNA substrate cleavage | Potency, µM (highest dose often 130 µM), for inactives: at the highest dose activity change, negative = inhibition, usual class: inhibitors | 0.28% of 350,000 active | AID 485290, 2010; also: nearly all actives have a fitted effect of over 40% in size
# Target sequence (Q9NUW8 whole entry, looked up): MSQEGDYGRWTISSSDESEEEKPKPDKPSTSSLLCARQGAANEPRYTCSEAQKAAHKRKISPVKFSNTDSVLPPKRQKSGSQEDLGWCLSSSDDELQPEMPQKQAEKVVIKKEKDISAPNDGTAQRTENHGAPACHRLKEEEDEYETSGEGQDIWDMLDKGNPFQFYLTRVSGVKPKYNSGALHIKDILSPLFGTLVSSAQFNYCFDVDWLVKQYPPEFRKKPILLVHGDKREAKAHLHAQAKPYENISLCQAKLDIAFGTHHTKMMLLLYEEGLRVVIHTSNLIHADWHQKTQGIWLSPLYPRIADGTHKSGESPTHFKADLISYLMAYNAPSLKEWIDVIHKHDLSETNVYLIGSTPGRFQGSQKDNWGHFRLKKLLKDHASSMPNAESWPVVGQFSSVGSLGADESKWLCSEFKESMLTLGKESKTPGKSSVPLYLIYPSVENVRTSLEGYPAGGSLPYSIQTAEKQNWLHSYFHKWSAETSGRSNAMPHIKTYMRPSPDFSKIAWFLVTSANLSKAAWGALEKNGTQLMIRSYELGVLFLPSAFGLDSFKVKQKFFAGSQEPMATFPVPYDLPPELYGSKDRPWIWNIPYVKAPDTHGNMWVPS
#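 AlphaScreen read-out: signal falls as enzyme removes the 3' tyrosine-FITC from a 5'-biotinylated DNA oligo (15 nM, 5 min, RT). Enzyme was E. coli-made recombinant Tdp1 at 1 nM, exposed to compound for 15 min beforehand; beads 10 ug/ml, 10 min.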
# N370S GC mod: qHTS Assay for Inhibitors and Activators of N370S glucocerebrosidase as a Potential Chaperone Treatment of Gaucher Disease; Lysosomal acid glucosylceramidase (Homo sapiens), P04062; 0.092% of 330,000 active; Potency, µM (titrated, usually from 59.4 µM), inactives show at the highest dose activity change, negative = inhibition, most hits filed as inhibitors; N370S GC spleen homogenate, 4MU-glucoside fluorescence;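 also: 0% = full enzyme activity and -100% = no enzyme basal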
# Active calls of the source: *; ? = inconclusive; · = no result given; [ ] = remark or other dose. Calls follow the shape of the dose curve; as a rule, active = well fitted curve in the direction sought with a large enough effect; inconclusive = small, poorly fitted or top-dose-only effect, or another doubt; inactive = no such curve, though single readings can be large; an effect the other way counts as inactive or inconclusive. Unless noted, % is scaled to controls: 0 for no effect and ±100 for the full control effect; potency is read from the fitted curve at half-maximal effect. Not all compounds are listed. The share of hits here may be higher or lower than overall.
SMILES	DT40 TDP1 no CPT	TDP1 inh	N370S GC mod
Cc1ccc(OCCCCN2CCCCC2)c(Br)c1	?	-14%	-3%
Cc1nc2ccccc2c2nc3ccccc3n12	21µM*	3%	3%
CCc1ccccc1NC1=NCC(=O)N1C1CCCC1	?	0%	-1%
Cc1cc(C(=O)OCC(=O)N2CCCC2)c2ccccc2n1	-18%	4%	5%
Cc1cc(Cl)c(OCCCCNC(C)(C)C)c(Br)c1	·	-5%	-3%
CC(C(=O)OCC(=O)c1ccc([N+](=O)[O-])cc1)N1C(=O)C2C3C=CC(C3)C2C1=O (stereo not given)	?	4%	-12%
CCCC(=O)Nc1nc2nc(C)cc(=O)n2[nH]1	-3%	4%	10%
Cc1ccc(NC(=S)NNC(C)(C)C)cc1	-21%	6%	10%
Cc1ccc2c(c1)-c1nc(-c3ccc4c(c3)NC(=O)CO4)cc(-c3ccc(Cl)cc3)c1CO2	1.3µM*	2%	·
Cc1ccc(OCC(=O)Nc2cccc3nsnc23)c(C)c1	?	-2%	5%

# The list goes on, overlapping the part above by six compounds.
SMILES	DT40 TDP1 no CPT	TDP1 inh	N370S GC mod
Cc1cc(Cl)c(OCCCCNC(C)(C)C)c(Br)c1	·	-5%	-3%
CC(C(=O)OCC(=O)c1ccc([N+](=O)[O-])cc1)N1C(=O)C2C3C=CC(C3)C2C1=O (stereo not given)	?	4%	-12%
CCCC(=O)Nc1nc2nc(C)cc(=O)n2[nH]1	-3%	4%	10%
Cc1ccc(NC(=S)NNC(C)(C)C)cc1	-21%	6%	10%
Cc1ccc2c(c1)-c1nc(-c3ccc4c(c3)NC(=O)CO4)cc(-c3ccc(Cl)cc3)c1CO2	1.3µM*	2%	·
Cc1ccc(OCC(=O)Nc2cccc3nsnc23)c(C)c1	?	-2%	5%
CC(C)c1ccc(/C=N/NC(=O)c2c(Cl)cnn2C)cc1	2%	5%	16%
Cc1cccc(NC(=O)c2cc(-c3ccc(C)c(C)c3O)n[nH]2)c1	-23%	·	3%
CCOC(=O)C1CCN(C(=O)CCNC(=O)Cn2cnc3ccccc3c2=O)CC1	7%	-3%	-2%
Cc1cc2c(ncn2Cc2ccccc2)c([N+](=O)[O-])c1C	?	-7%	18%
CC(C)COP(=O)(OCC(C)C)C(O)c1ccc(N(C)C)cc1 (stereo not given)	?	8%	-11%
Cc1cc(C)n(Cc2cccc(C(=O)N/N=C/c3ccncc3)c2)n1	10%	1%	-14%
CC1CN(Cc2ccccc2)c2nc3c(c(=O)n(C)c(=O)n3C)n2C1 (stereo not given)	-30%	0%	-1%
Cc1cccc(C(=O)O)c1NC(=O)c1ccc(F)cc1	25%	4%	3%
CCOc1ccccc1N(C(=O)c1snc(C(N)=O)c1N)C(C(=O)NCc1ccccc1)c1ccc(O)cc1 (stereo not given)	?	15%	-4%
Cc1cnc(NC(=O)C2CCCO2)s1 (stereo not given)	3%	5%	-2%
O=C(Nc1nc(-c2ccco2)c(-c2ccco2)s1)C1CCC1	18µM*	8%	-9%
CN(C)c1cccc(C(=O)OCC(=O)NCc2ccco2)c1	-5%	8%	1%
Cc1cc(NC(=O)CSc2nnc(-c3c[nH]c4ccccc34)n2-c2ccc(F)cc2)no1	-2%	·	-8%
Cc1cc(-c2nc(C)c(C(=O)NNS(=O)(=O)c3ccccc3)s2)no1	1%	0%	2%
Cc1noc(C)c1C(=O)N1CCCC(C(=O)c2ccc(Cl)cc2)C1 (stereo not given)	?	-6%	3%
CCc1cccc(NC(=S)N2CCC(c3ccccc3)C2)c1 (stereo not given)	?	3%	-1%
O=C(COc1ccc(S(=O)(=O)N2CCOCC2)cc1Cl)NCCN1CCOCC1	2%	2%	-12%
O=C(Nc1cc(Cl)ccc1-n1cncn1)c1cccs1	1%	5%	-3%
OC(CNCCC(c1ccccc1)c1ccccc1)COc1ccccc1 (stereo not given)	13µM*	2%	-16%
COc1ccc(CNC(=O)CN(c2ccc(C)cc2)S(=O)(=O)c2c(C)n[nH]c2C)cc1	?	0%	·
CCOC(=O)C1CCN(Cc2ccc(OC)c(OCc3ccccc3)c2)CC1	18µM*	·	2%
CC(Nc1nc(-c2cccc(Br)c2)cs1)c1nc2cc(Cl)c(N3CCCCC3)cc2n1CCOCCO (stereo not given)	?	·	-12%
CCOc1ccc(C2C(C(N)=O)=C(C)Nc3nc(SCc4ccccc4F)nn32)cc1 (stereo not given)	-16%	9%	·
O=C(CNc1ccc(F)cc1F)NC(=O)NCc1ccco1	-28%	·	-5%
CCOc1ccccc1NC(=S)N1CCN(c2ccccc2F)CC1	21µM*	·	-20%
CN1CCC(OC(=O)COc2ccc(C(C)(C)C)cc2)CC1	-4%	-2%	-2%
O=C(c1sc2cc(F)ccc2c1Cl)N1CCN(c2ccccc2)CC1	?	0%	4%
COc1ccc(C2C3=C(CCCC3=O)Nc3nc(-c4cc(OC)c(OC)c(OC)c4)nn32)cc1OC (stereo not given)	16%	8%	13%
CCOc1ccc(N2CC(C(=O)Nc3cc(S(=O)(=O)N4CCCCC4)ccc3C)CC2=O)cc1 (stereo not given)	?	0%	·
CNS(=O)(=O)c1ccc(C(=O)NCC(=O)NCCC(c2ccccc2)c2ccccc2)cc1	5%	1%	·

# 4 entries drawn at random from the list so far, as already listed:
SMILES	DT40 TDP1 no CPT	TDP1 inh	N370S GC mod
COc1ccc(C2C3=C(CCCC3=O)Nc3nc(-c4cc(OC)c(OC)c(OC)c4)nn32)cc1OC (stereo not given)	16%	8%	13%
CCOc1ccc(C2C(C(N)=O)=C(C)Nc3nc(SCc4ccccc4F)nn32)cc1 (stereo not given)	-16%	9%	·
O=C(CNc1ccc(F)cc1F)NC(=O)NCc1ccco1	-28%	·	-5%
CN1CCC(OC(=O)COc2ccc(C(C)(C)C)cc2)CC1	-4%	-2%	-2%

# Additional entries follow:
# Each structure is followed by: DT40 TDP1 no CPT, TDP1 inh, N370S GC mod
- Cc1[nH][nH]c(=O)c1C(c1ccc(F)cc1)c1c(C)[nH][nH]c1=O
→ ?, ·, -3%
- COc1ccc(N(Cc2cc3cccc(C)c3[nH]c2=O)S(C)(=O)=O)cc1
→ ?, 4%, -2%
- CC1Cc2ccccc2N1CC(=O)Nc1ccc(N2CCOCC2)cc1 (stereo not given)
→ -21%, 8%, -8%
- COC(=O)c1ccc(CNC(=O)CSc2nc3sc(C)c(C)c3c(=O)n2C)o1
→ -11%, 0%, 5%
- Cc1cc(C(=O)CCC(=O)N2CCN(c3ccccc3F)CC2)c(C)s1
→ -2%, 0%, -11%
- O=C(O)c1ccc(-n2cccn2)c([N+](=O)[O-])c1
→ -10%, 1%, -2%
- CCCNC(=O)CN1CCC(c2nc3ccccc3[nH]2)CC1
→ 4%, 1%, -21%
- CC1(C)COC2(OC1)C(=O)N(CN1CCOCC1)c1ccccc12
→ ?, 0%, -13%
- O=C(c1cc(-c2ccc(Cl)cc2)nc2ccccc12)N1CCC1
→ 16µM*, 0%[0.505 µM], -1%
- OC(COCc1ccc(Cl)cc1)CN1CCCCC1 (stereo not given)
→ -1%, 0%, -13%
- Cc1ccn2c(NCc3ccccc3)c(-c3cccs3)nc2c1
→ 23µM*, 5%, 11µM*
- COCCNC(=O)c1ccc(CS(=O)(=O)c2ccccc2C)o1
→ 9%, ·, -7%
- Cc1ccc(S(=O)(=O)/N=C(/Nc2cccc(C(=O)O)c2)c2ccccc2)cc1
→ 18%, 10%, ?
- CCOc1ccc(C(=O)N2CCN(Cc3ccccc3)CC2)cc1OCC
→ -25%, ·, -12%
- COCCNC(=O)c1ccccc1NC(=O)c1ccccc1N(C)S(C)(=O)=O
→ -30%, 6%, 3%
- O=C(CN1CCOCC1)Nc1ccc(Cl)cc1
→ 1%, ·, -7%
- Cc1ccc(-n2nc3c([n+]2[O-])CCc2c-3no[n+]2[O-])cc1
→ 16µM*, 2%, 4%[2.35 µM]
- O=C(O)COc1ccc2occ(C(=O)c3ccccc3)c2c1
→ -15%, 4%, 10%
- CC(NCc1cccs1)c1ccccc1 (stereo not given)
→ 25%, 0%, 4%
- CCC1=C(c2ccc(C)cc2)S(=O)(=O)N=C1N1CCC(C(=O)Nc2ccccc2F)CC1
→ ?, 3%, ·
- CCCCC(=O)Nc1ccc(C(=O)Nc2cccnc2)cc1
→ 32%[activator], 2%, -13%
- O=C(NCc1ccncc1)C(=O)NCC1OCCN1S(=O)(=O)c1ccc(Cl)cc1 (stereo not given)
→ -8%, 1%, -17%
- N#CCOC(=O)c1cc(S(=O)(=O)N2CCCCC2)ccc1N1CCOCC1
→ 16%, 1%, ·
- CC1(C)N=C2C(=[N+]1[O-])CCC/C2=N\O
→ -2%, 0%, 8%
- O=C(N/N=C/c1ccccc1F)c1csc2c1CCCC2
→ ?, 0%, 4%
- Cc1ccc(S(=O)(=O)Nc2cccc3ncccc23)cc1
→ -24%, ·, 4%
- O=C(CS(=O)(=O)c1cn(Cc2cccc(F)c2)c2ccccc12)N1CCCCC1
→ ?, 2%, 8%
- C/C(=N\N1CCN(C)CC1)c1ccc(OC(F)F)cc1
→ -4%, 0%, -4%
- COc1ccc(/C=N/Nc2ccc([N+](=O)[O-])cc2S(=O)(=O)N2CCN(C)CC2)cc1
→ 13%, 3%, 12%
- FC(F)(F)c1nc2ccccc2n2c(-c3ccc(Cl)cc3Cl)nnc12
→ 21µM*, 3%, 19%
- CCC(=O)Nc1ccc(S(=O)(=O)N2CCc3ccccc3C2)cc1
→ ?, -1%, 1%
- Cc1cc(NC(=O)CCC(=O)N(c2ccccc2)C(C(=O)NC2CCCC2)c2ccccc2C)no1 (stereo not given)
→ ?, ·, 9%
- O=C(COC(=O)COc1cc(Cl)c(Cl)cc1Cl)NC1CC1
→ -15%, -4%, ·
- Cc1ccc(/C=C/C(=O)NCc2cccs2)c(C)c1
→ -21%, 5%, 28%
- NC(=S)NN=Cc1ccc(-c2ccc(S(=O)(=O)Nc3ncccn3)cc2)o1
→ ?, 10µM*, ·
- COc1ccc(C2=NO[C@H]3C[C@](C(=O)NC(C)C)(S(=O)(=O)c4ccccc4)C[C@@H]23)cc1
→ -17%, ·, 3%
- Cc1ccc(NC(=O)CN(C)C(=O)c2ccccn2)cc1
→ 10%, 0%, -1%
- COc1cc(/C=C(\C#N)c2nc3ccccc3[nH]2)ccc1Oc1ccc([N+](=O)[O-])cn1
→ 21µM*, 2%, ?
- COc1ccc(C(=O)NNC(=O)c2ccncc2)cc1[N+](=O)[O-]
→ 15%, ·, -3%
- COC(=O)C/C=C\[C@@H](C)[C@@H](/C=N\OC[C@@H](C)[C@H](OCc1ccccc1)C(C)C)OC
→ ·, -1%[21 µM], -27%[12.8 µM]
- CCCCSCCCNC(=O)Nc1ccc(C)c(C)c1
→ -11%, 5%, 14%
- NC(=O)Cc1c[nH]c2cccc(O)c12
→ 1%, 3%, 9%
- Cc1ccc(C)n1-c1ccc(C(=O)NN)cc1
→ 21µM*, 4%, -8%
- CCc1ccccc1NC(=O)CCN1C(=O)C2CC=CCC2C1=O (stereo not given)
→ -6%, 2%, -1%
- COc1ccc(N(CC(=O)Nc2cccc(SC)c2)S(C)(=O)=O)cc1
→ -28%, 3%, 8%
- CCCCn1c(Cn2nc(C(=O)O)c3ccccc3c2=O)nc2cc(S(N)(=O)=O)ccc21
→ 2%, ·, -3%
- Cc1cc(C)n(CCCNC(=O)C(C)(C)Oc2ccc(Cl)cc2)n1
→ ?, 0%, ·
- COc1ccc(C(=O)N/C(=C\c2ccco2)C(=O)OCc2ccco2)cc1
→ ?, 5%, 17%
- CCOC(=O)N1CCN(CC(O)COCC2=CCC3CC2C3(C)C)CC1 (stereo not given)
→ ?, -2%, -7%
- CCOc1ccc(-n2c(Cc3ccccc3)nnc2SCc2nc(-c3ccccc3OC)no2)cc1
→ 16µM*, 6%, ·
- O=C(c1cc(Cl)ccc1Cl)N1CCN(Cc2ccccc2)CC1
→ ?, ·, -7%
- Cc1ccc(C(=O)Nc2ccc(CC(=O)O)cc2)o1
→ -5%, -2%, 5%
- O=C(O)Cc1ccc(NC(=O)c2cnccn2)cc1
→ -22%, 5%, 13%
- Cc1cc(C)cc(-n2c(C)cc(/C=N/NC(=O)c3ccncc3)c2C)c1
→ -22%, 8%, 4%
- O=C(NCc1ccc(F)cc1F)c1cc(COc2c(F)cccc2F)on1
→ -25%, ·, -2%
- COc1ccccc1CN1CCC(n2nccc2NC(=O)CCOc2ccccc2)CC1
→ ?, 5%, -2%
- Cc1ccc2c(c1)N(CC(=O)N1CCc3ccccc3C1)C(=O)CO2
→ -9%, 2%, 7%
